Diaphorase inh = counter-screen for diaphorase-based assays: diaphorase inhibitors and chemical oxidizers | inhibition, % at 20 µM | diaphorase resazurin-to-resorufin fluorescence, NADH, 16 min; bacterial (C. kluyveri) enzyme, not human | actives 0.69% (n = 190,000) | AID 1217;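 active = primary screen inhibition at 20 µM above a set limit, cut at about 50% in these data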;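 note: plate controls were DMSO with full reaction for no effect and wells lacking NADH for full effect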
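Test system: Clostridium kluyveri diaphorase enzyme / Quantity: diaphorase at 0.14 U/mL in enzyme working solution / Incubation: 16-min room-temperature incubation before reading / Benchmarks: NADH-free wells as positive control, DMSO-only neutral wells / Signal: resorufin fluorescence 544/590 nm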
Hsp70 activator = transcriptional activators of Hsp70 | actives 0.04% (n = 200,000) | activation, % at 10 µM | HeLa Hsp70 promoter luciferase reporter, luminescence; scaled: vehicle 0, proteasome-inhibitor control 100%;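 active = activation above the mean across all tested compounds plus 3 SD, cutoff set per campaign, cut at about 5.5% in these data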;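 note: 100% = MG132 at 30 µM as the positive control and 0% = DMSO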
Diaph act CS = counter-screen for diaphorase-based assays: diaphorase activators and chemical reducers; AID 1229; activation factor at 20 µM; Diaphorase/resazurin coupled assay, resorufin fluorescence, 16 min; stronger effect = higher value; 1 = vehicle wells, 0 = NADH-free wells; actives 0.005% (n = 190,000);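 active = diaphorase activity raised at least twofold by the compound at 20 µM; inactive = activation factor below 2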
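Material: bacterial diaphorase enzyme (C. kluyveri); amount: enzyme 0.07 U/mL final; reagent: NADH substrate 0.114 mM plus resazurin dye 0.1 mM, final; doses: single compound dose of 20 µM, 1% DMSO final; timing: 16 min enzyme reaction, ambient temperature; measured by: fluorescence of resorufin, 544 nm excitation, 590 nm emission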
APP transl inh = APP translation inhibition; SH-SY5Y APP 5'UTR-luciferase reporter, luminescence; inhibition, % at 2 µM; actives 0.82% (n = 190,000);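 active = inhibition above a set limit, derived from the sample mean plus 3 SD, cut at about 45% in these data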; note: values of inactives mirror those of a sister screen read the other way
STAT1 activator = STAT1 signaling activation; NIH 3T3 STAT1-luciferase reporter, IFN-gamma, luminescence; 100% = IFN-gamma alone, no compound; activation (% of control), % at 5.5 µM; actives 2.6% (n = 200,000); AID 932;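 active = activation above the screen-wide mean activation plus 3 SD, cut at about 130% in these data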;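 note: raw ratio to IFN-gamma control signal so 100% means no change and 0% no light; values of inactives mirror those of a sister screen read the other way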
STAT1 blocker = STAT1 signaling inhibition; NIH 3T3 STAT1-luciferase reporter, IFN-gamma, luminescence; inhibition, % at 5.5 µM; actives 0.35% (n = 200,000); AID 920;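 active = inhibition above a set limit, the mean inhibition across all tested compounds plus 3 SD, cut at about 34% in these data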;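 note: 0% = IFN-gamma with DMSO and 100% = IFN-gamma with 300 µM nifuroxazide; values of inactives mirror those of a sister screen read the other way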
G6PDH counter = counter-screen for G6PDH assay hits: L. mesenteroides G6PDH inhibition; AID 1020; Purified L. mesenteroides G6PDH, diaphorase/resazurin coupled fluorescence, 45 min; actives 0.12% (n = 200,000); inhibition, % at 5 µM; in the data active = inhibition above about 50%
STAT3 inh = STAT3 signaling inhibition | U3A cells, IL-6 STAT3-luciferase reporter, luminescence; host cell line lacks STAT1 | AID 862 | inhibition, % at 5.5 µM | actives 0.89% (n = 190,000);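 active = inhibition above the mean inhibition across all screened compounds plus 3 SD, cut at about 44% in these data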;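 note: 0% = DMSO only wells and 100% = 100 µM nifuroxazide control wells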
STAT3 activator = increases IL-6 driven STAT3 reporter signal | U3A cells, IL-6 STAT3-luciferase reporter, luminescence; 100% = signal with IL-6 EC80 alone | activation (% of control), % at 5.6 µM | actives 0.91% (n = 190,000) | AID 871;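 active = activation above the screen-wide mean of compound activation plus 3 SD, cut at about 130% in these data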;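 note: 0% = background luminescence of wells with medium and substrate only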
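system = STAT3-luciferase reporter U3A cells | reagent = IL-6 stimulus at 33 ng/mL final | timing = 1 h compound pre-exposure, 6 h IL-6 stimulation, 37 °C | measured by = luminescence | evaluation = % activation versus median of IL-6-stimulated wells | control set = IL-6-only wells as 100% reference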
TLR4 MyD88 comp = blocks binding of human TLR4 to MyD88 | actives 0.18% (n = 200,000) | HeLa CL3-4 TLR4/MyD88 BLA complementation, FRET ratio | O00206+Q99836 | inhibition, % at 8.4 µM; in the data active = inhibition above about 25%;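 note: 0% = vehicle and 100% = reference inhibitor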
Target sequence (O00206 whole entry, looked up): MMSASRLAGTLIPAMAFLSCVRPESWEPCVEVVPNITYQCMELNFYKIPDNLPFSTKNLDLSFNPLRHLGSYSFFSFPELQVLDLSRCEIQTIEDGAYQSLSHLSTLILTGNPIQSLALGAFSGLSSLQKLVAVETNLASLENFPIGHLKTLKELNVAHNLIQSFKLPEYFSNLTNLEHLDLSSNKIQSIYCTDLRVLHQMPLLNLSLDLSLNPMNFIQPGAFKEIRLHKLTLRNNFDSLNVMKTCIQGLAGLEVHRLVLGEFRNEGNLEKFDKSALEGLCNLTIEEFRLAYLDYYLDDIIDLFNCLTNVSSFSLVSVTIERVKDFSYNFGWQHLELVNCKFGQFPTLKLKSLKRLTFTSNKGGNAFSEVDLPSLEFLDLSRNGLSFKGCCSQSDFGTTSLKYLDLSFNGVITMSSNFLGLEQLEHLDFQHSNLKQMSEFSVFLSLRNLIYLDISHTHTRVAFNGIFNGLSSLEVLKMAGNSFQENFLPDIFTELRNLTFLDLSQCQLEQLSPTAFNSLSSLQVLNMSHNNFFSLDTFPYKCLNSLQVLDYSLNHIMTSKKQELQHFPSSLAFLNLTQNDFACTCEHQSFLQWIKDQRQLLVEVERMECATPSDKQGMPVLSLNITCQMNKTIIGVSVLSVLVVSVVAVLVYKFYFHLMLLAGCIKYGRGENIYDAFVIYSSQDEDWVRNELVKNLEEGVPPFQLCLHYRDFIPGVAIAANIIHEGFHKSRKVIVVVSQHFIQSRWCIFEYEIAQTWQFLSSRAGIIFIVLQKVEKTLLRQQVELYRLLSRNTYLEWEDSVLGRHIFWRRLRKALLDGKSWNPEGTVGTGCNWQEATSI
Target sequence (Q99836 whole entry, looked up): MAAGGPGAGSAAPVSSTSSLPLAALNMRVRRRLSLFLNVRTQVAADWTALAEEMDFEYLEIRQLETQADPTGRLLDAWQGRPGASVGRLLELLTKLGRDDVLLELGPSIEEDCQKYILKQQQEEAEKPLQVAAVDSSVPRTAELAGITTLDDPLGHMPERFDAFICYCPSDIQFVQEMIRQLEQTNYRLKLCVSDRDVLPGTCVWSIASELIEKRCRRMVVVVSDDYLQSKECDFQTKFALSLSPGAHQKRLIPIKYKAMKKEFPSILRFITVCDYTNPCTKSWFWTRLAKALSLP
* hit, by the source's call.

SMILES | Diaphorase inh | Hsp70 activator | Diaph act CS | APP transl inh | STAT1 activator | STAT1 blocker | G6PDH counter | STAT3 inh | STAT3 activator | TLR4 MyD88 comp
O=C(CN1CCCC1)Nc1ccc([N+](=O)[O-])cc1Cl | 5 | 0.0 | 0.9 | -6 | 102 | -4 | 5 | 13 | 94 | 3
COc1ccccc1NC(=O)C1=C(C)Nc2nnnn2C1c1cccc(C)c1 (configuration not stated) | -1 | 0.2 | 1 | 9 | 101 | -1 | 0 | 10 | 99 | -16
Nc1nc(N2C(=O)C3CC=CCC3C2=O)nn1-c1ccccc1 (configuration not stated) | 20 | -0.1 | 0.8 | -6 | 88 | 13 | -7 | 6 | 98 | -11
CCCCc1nc(NCc2ccccc2)c(C#N)c2c1COC(C)(C)C2 | 2 | -0.3 | 1 | -10 | 90 | 11 | 4 | -3 | 103 | -2
O=C(OCC1CC(c2ccccc2Cl)=NO1)c1ccc(Br)cc1 (configuration not stated) | 13 | -0.4 | 0.9 | 5 | 104 | -4 | -11 | -7 | 106 | 14
O=c1ccc(/C=C/c2ccccc2)nn1Cc1ccc(F)cc1 | 24 | -0.4 | 0.8 | -4 | 97 | 2 | -4 | 14 | 91 | 0
Cc1cc(C(=O)N2CCc3ccccc32)c2cc(F)ccc2n1 | 22 | -0.1 | 0.8 | -8 | 104 | -5 | 6 | -14 | 115 | 2
CCOc1ccc(C(=O)c2ccc(OCC)c(N)c2)cc1N | 21 | -0.3 | 0.8 | -29 | 109 | -10 | 4 | -10 | 111 | -2
CCCCCCCCC(=O)N/N=C(\C)c1ccco1 | 20 | 0.0 | 0.8 | -10 | 103 | -3 | -4 | -17 | 113 | 1
Cc1ccc(CNC(=O)CS(=O)CC(=O)O)cc1 (configuration not stated) | 10 | 0.0 | 0.9 | 5 | 96 | 4 | 3 | -5 | 105 | -8
COc1ccccc1-n1c(SC)nc(O)cc1=O | 16 | 0.3 | 0.8 | 7 | 105 | -6 | -5 | 8 | 101 | -1
COc1cc(Br)cc2cc(C(=O)N3CCN(c4ccccn4)CC3)c(=O)oc12 | 2 | 0.0 | 1 | 1 | 97 | 4 | 4 | 1 | 99 | -2
O=C(CSCc1ccc(F)cc1)NCc1ccc2c(c1)OCO2 | 9 | -0.2 | 0.9 | -22 | 97 | 3 | -2 | 1 | 101 | 8
O=C(C1CCN(Cc2ccc(F)cc2)CC1)N(CCc1ccccc1)Cc1ccccc1 | 24 | -0.1 | 0.8 | 6 | 94 | 7 | -1 | 4 | 99 | 1
Cn1cc2c(=O)n(/N=C/c3ccccc3)cnc2n1 | -5 | -0.1 | 1.1 | 1 | 97 | 3 | 6 | 7 | 96 | -6
CCNC(=O)c1nc[nH]c1C(=O)NCC | 10 | -0.1 | 0.9 | -7 | 101 | -1 | 8 | 0 | 100 | 0
CCOc1ccccc1Nc1nnc(SC(C)C(=O)Nc2nc(-c3ccccc3)cs2)s1 (configuration not stated) | 13 | -0.3 | 0.9 | 4 | 100 | 2 | -4 | -16 | 111 | 8
Cc1ccc(C(=O)N(C)c2nnc(-c3ccncc3)s2)cc1 | -2 | -0.1 | 1 | -65 | 110 | -13 | 24 | 12 | 92 | -10
Clc1c(CSc2nc3ccccc3o2)nc2ccccn12 | 8 | 0.5 | 0.9 | -172 | 137* | -40 | -2 | 45* | 64 | 0
CCOCCn1cnc2sc(C(=O)Nc3nc(C)c(C(=O)OCC)s3)c(C)c2c1=O | 0 | -0.2 | 1 | -2 | 100 | -1 | 5 | 2 | 100 | 1
CCn1c(SCC(=O)Nc2cc(NC(C)=O)ccc2OC)nnc1-c1ccccn1 | 18 | -0.3 | 0.8 | -15 | 100 | 0 | 12 | 0 | 103 | -4
N#CC(C(=O)C1CCCCC1)c1nc2ccccc2[nH]1 (configuration not stated) | 4 | 0.3 | 1 | -7 | 107 | -13 | -15 | 17 | 88 | 1
O=C(Nc1cccc(Cl)c1N1CCCCC1)c1ccc2c(c1)OCCO2 | 23 | 0.8 | 0.8 | 0 | 102 | -2 | 0 | 0 | 104 | 12
Nn1c(SCC(=O)Nc2cccc(F)c2)nnc1C1CCCCC1 | 10 | 0.3 | 0.9 | 5 | 102 | -2 | 9 | 1 | 102 | -4
CCOC(=O)/C(C#N)=C\c1ccc(OCC(=O)Nc2ccc(C)cc2C)c(OC)c1 | 4 | -0.1 | 1 | 11 | 104 | -5 | 0 | -6 | 107 | 6
CC(=O)CSc1nsc(SCC(C)=O)c1C#N | 16 | 0.6 | 0.8 | -1 | 103 | -3 | 0 | -12 | 113 | 17
CCN(CC)C(=O)Cn1c(=O)c2ccccc2n2c(=S)sc(-c3cccc(C)c3)c12 | 22 | -0.3 | 0.8 | -5 | 102 | -2 | -16 | -1 | 97 | -11
COCCn1c(=O)[nH]c2cc(C(=O)NCCN3CCN(c4cccc(Cl)c4)CC3)ccc2c1=O | 5 | -0.4 | 1 | 0 | 98 | 3 | -1 | 35 | 73 | -1
Cc1cc(C)cc(OCC(=O)NC2=NCCS2)c1 | 13 | 0.6 | 0.9 | -1 | 102 | -4 | -6 | 7 | 96 | 8
CCc1ccc(N2C(=O)C3ON(c4ccccc4)C(c4ccco4)C3C2=O)cc1 (configuration not stated) | 28 | 0.2 | 0.7 | 14 | 101 | -1 | 3 | -2 | 105 | -8
Cc1ccsc1C(=O)OCC(=O)N1CCN(C(=O)c2ccco2)CC1 | 11 | 0.0 | 0.9 | 6 | 104 | -4 | 6 | -2 | 105 | -1
O=C1c2[nH]nc(-c3ccccc3O)c2C(c2ccccc2)N1Cc1ccco1 (configuration not stated) | 27 | -0.2 | 0.7 | 0 | 98 | 3 | -26 | 0 | 101 | 6
COc1ccc(-c2csc(NC(=O)c3ccccc3S(C)(=O)=O)n2)cc1 | 14 | 0.1 | 0.9 | -22 | 97 | 2 | 1 | 20 | 89 | 4
Oc1ccc(-n2cccc2/C=N/n2cnnc2)cc1 | 3 | -0.3 | 1 | -10 | 101 | -3 | 5 | 0 | 103 | -11
COC(=O)C1OC2(OC1C(=O)OC)c1ccccc1-c1ccccc12 (configuration not stated) | 12 | -0.4 | 0.9 | 11 | 96 | 4 | 23 | -3 | 107 | 6
O=S(=O)(NCc1ccccc1)c1ccc(S(=O)(=O)NCC2CCCO2)cc1 (configuration not stated) | 14 | 0.2 | 0.9 | 4 | 103 | -5 | 4 | 6 | 97 | -7

Reformatted: entries from further up.
Values run as follows: Diaphorase inh	Hsp70 activator	Diaph act CS	APP transl inh	STAT1 activator	STAT1 blocker	G6PDH counter	STAT3 inh	STAT3 activator	TLR4 MyD88 comp
CCOCCn1cnc2sc(C(=O)Nc3nc(C)c(C(=O)OCC)s3)c(C)c2c1=O
    0	-0.2	1	-2	100	-1	5	2	100	1
CCn1c(SCC(=O)Nc2cc(NC(C)=O)ccc2OC)nnc1-c1ccccn1
    18	-0.3	0.8	-15	100	0	12	0	103	-4
N#CC(C(=O)C1CCCCC1)c1nc2ccccc2[nH]1 (configuration not stated)
    4	0.3	1	-7	107	-13	-15	17	88	1
O=C(Nc1cccc(Cl)c1N1CCCCC1)c1ccc2c(c1)OCCO2
    23	0.8	0.8	0	102	-2	0	0	104	12
Nn1c(SCC(=O)Nc2cccc(F)c2)nnc1C1CCCCC1
    10	0.3	0.9	5	102	-2	9	1	102	-4

The list goes on.
SMILES | Diaphorase inh | Hsp70 activator | Diaph act CS | APP transl inh | STAT1 activator | STAT1 blocker | G6PDH counter | STAT3 inh | STAT3 activator | TLR4 MyD88 comp
CCN(C(=O)Cn1c(=O)n(Cc2ccccc2)c(=O)c2ccccc21)c1cccc(C)c1 | 20 | -0.6 | 0.8 | 11 | 97 | -8 | -2 | -1 | 102 | 3
CC(=O)c1ccc(NC(=O)CCc2c(C)nc3ncnn3c2C)cc1 | 10 | -0.2 | 0.9 | -6 | 111 | -14 | 2 | 3 | 99 | 1
O=C(COC(=O)c1cn(-c2ccccc2)nc1-c1cccs1)NC1CC1 | 11 | -0.5 | 0.9 | 8 | 91 | 10 | 0 | 30 | 79 | 1
Cc1cc(C)c(NC(=O)CN2C(=O)NC3(CCOc4ccccc43)C2=O)c(C)c1 (configuration not stated) | 16 | -0.4 | 0.8 | 0 | 92 | 9 | 9 | -5 | 102 | -7
COc1cc(OC)cc(C(=O)NCCNC(=O)c2ccco2)c1 | -11 | 0.1 | 1.1 | -11 | 97 | 2 | 11 | -4 | 105 | 5
O=C(Nc1nccs1)c1ccc(NC(=O)c2ccco2)cc1 | 6 | -0.3 | 0.9 | -42 | 137* | -48 | -1 | -4 | 104 | -1
CCC(C)C1=CC(=Nc2c(C)n(C)n(-c3ccccc3)c2=O)C=C(C(C)CC)C1=O (configuration not stated) | 68* | 0.1 | 0.3 | 3 | 99 | 1 | -4 | 8 | 98 | 1
CC1=C(C(=O)O)N2C(=O)C(NC(=O)c3nn(C)cc3Cl)C2SC1 (configuration not stated) | 18 | 0.0 | 0.8 | -2 | 102 | -2 | 4 | 6 | 103 | -6
Cc1onc(-c2ccccc2)c1C(=O)N1CCC(C)CC1 | 16 | -0.2 | 0.8 | 12 | 100 | -7 | 2 | 2 | 102 | 8
O=C(NCCc1ccc(Cl)cc1)c1ccc2nc[nH]c2c1 | 4 | 0.1 | 1 | -22 | 111 | -13 | 1 | 7 | 96 | -14
CCC(c1nnnn1Cc1ccco1)N1CCC(C(N)=O)CC1 (configuration not stated) | 24 | 0.5 | 0.8 | -5 | 104 | -4 | 5 | 8 | 100 | -2
CCC(C)NC(=O)CSc1nc2c(sc(=S)n2Cc2ccco2)c(=O)n1-c1ccccc1 (configuration not stated) | 7 | 0.0 | 0.9 | 68* | 92 | 8 | 3 | 13 | 92 | -2
COc1cc(CN2CCNC(=O)C2CC(=O)N2CCCCO2)cc(OC)c1 (configuration not stated) | 4 | 0.0 | 1 | 8 | 94 | 6 | 2 | 8 | 98 | 0
CS(=O)(=O)N1CCN(c2ccccc2NC(=O)c2ccc3ccccc3c2)CC1 | 12 | -0.1 | 0.9 | 29 | 102 | -1 | 11 | -21 | 120 | 10
CCN1CCCC1CNC(=O)C1CCN(C(=O)c2cc3sccc3n2Cc2ccc(F)cc2)CC1 (configuration not stated) | -8 | -0.4 | 1.1 | 13 | 96 | 4 | 9 | -14 | 113 | 6
CCOC(=O)c1[nH]n(-c2ccc(Cl)cc2)c(=O)c1C | 9 | -0.2 | 0.9 | -1 | 109 | -10 | -2 | -2 | 102 | -9
COc1ccc(-n2cnnc2SCC(=O)Nc2cc(C(C)(C)C)nn2-c2ccccc2)cc1 | 11 | 0.0 | 0.9 | -22 | 95 | 5 | 0 | 4 | 99 | 0
